Assay outcomes as filed in PubChem BioAssay.
A3G deaminase: APOBEC3G DNA deaminase inhibitors, primary screen, biochemical, fluorescence, single-stranded DNA substrate, uHTS; inhibition, % at 20 µM; 0.28% of 330,000 active; recombinant A3G, ssDNA deamination FAM/TAMRA fluorescence; AID 493012, 2011;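 active = inhibition of at least 40% at 20 µM, with no more than 30% in the related APOBEC3A deaminase screen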;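 note: plate controls were DMSO wells with A3G for no effect and wells lacking A3G enzyme for full effect; some compounds called inactive have numbers as strong as hits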
SENP8 block-1: SENP8 protease inhibitors, primary screen, biochemical, luminescence | Sentrin-specific protease 8 (Homo sapiens), Q96LD8 | purified SENP8, Z-RLRGG-aminoluciferin cleavage | inhibition, % at 10 µM | 1.2% of 330,000 active | AID 2540, 2010; in the data active = inhibition above about 50%
SENP8 block-2: human SENP8 protease inhibitors, primary screen, biochemical, fluorescence, Nedd8 protein substrate, uHTS; inhibition, % at 20 µM; Sentrin-specific protease 8 (Homo sapiens), Q96LD8; AID 602440, 2012; recombinant SENP8; 0.64% of 360,000 active; in the data active = inhibition mostly above about 40%, no sharp cut-off; inactive = mostly below about 27%
Apaf1 inhib: inhibitors of human Apaf-1 apoptosome, primary screen, biochemical, DEVD-Rh110 fluorescence, uHTS; Apoptotic protease-activating factor 1 (Homo sapiens), O14727; AID 489030, 2010; inhibition, % at 20 µM; 0.71% of 330,000 active; reconstituted apoptosome caspase-3 activity; active = inhibition of at least 40% at 20 µM;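 note: plate controls were DMSO wells for no effect and DEVD-CHO caspase inhibitor wells for full effect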
Target sequence (O14727 whole entry, looked up): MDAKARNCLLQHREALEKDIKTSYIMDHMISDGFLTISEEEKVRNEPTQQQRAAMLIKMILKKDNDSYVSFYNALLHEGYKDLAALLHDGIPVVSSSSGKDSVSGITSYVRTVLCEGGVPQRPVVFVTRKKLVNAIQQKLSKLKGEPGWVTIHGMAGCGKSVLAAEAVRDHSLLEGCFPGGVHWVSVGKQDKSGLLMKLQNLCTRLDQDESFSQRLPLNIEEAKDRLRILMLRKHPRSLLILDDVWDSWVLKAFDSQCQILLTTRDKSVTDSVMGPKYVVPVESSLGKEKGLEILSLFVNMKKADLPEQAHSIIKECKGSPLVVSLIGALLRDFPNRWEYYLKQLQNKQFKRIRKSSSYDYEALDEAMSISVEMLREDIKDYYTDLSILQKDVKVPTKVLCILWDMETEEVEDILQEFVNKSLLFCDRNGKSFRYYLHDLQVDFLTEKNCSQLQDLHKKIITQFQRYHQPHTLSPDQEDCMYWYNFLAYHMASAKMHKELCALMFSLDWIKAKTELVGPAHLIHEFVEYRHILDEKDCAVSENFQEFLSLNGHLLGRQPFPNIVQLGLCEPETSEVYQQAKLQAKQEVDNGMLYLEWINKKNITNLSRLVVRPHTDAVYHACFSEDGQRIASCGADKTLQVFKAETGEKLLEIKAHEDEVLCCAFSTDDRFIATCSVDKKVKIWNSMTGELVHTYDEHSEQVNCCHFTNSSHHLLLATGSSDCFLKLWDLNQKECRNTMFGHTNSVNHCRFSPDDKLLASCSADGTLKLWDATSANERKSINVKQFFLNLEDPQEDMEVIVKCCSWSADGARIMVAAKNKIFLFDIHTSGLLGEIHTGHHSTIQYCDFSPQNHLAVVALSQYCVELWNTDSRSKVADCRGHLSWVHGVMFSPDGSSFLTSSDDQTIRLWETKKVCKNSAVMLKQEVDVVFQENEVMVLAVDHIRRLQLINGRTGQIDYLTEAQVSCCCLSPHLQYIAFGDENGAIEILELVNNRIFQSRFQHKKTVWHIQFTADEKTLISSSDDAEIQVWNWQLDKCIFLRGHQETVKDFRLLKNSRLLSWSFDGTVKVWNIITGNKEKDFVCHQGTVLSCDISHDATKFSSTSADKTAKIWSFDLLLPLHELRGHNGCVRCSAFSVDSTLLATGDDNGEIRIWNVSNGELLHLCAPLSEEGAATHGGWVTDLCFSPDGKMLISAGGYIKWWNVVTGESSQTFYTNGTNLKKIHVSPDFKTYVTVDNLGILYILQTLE
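Material: reconstituted apoptosome with Apaf-1, cytochrome c, caspase-9, procaspase-3, dATP / Buffer or medium: pH 7.5 Hepes buffer with CHAPS, BSA, DTT / Also added: cytochrome c with DEVD-Rh110 / Schedule: compound with Apaf-1, dATP, procaspase-3 30 min, then 50 min reaction, room temperature / Technique: rhodamine 110 fluorescence at Ex 480/Em 540 nm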
SENP7 block: SENP7 protease inhibitors, primary screen, biochemical, luminescence, uHTS; Sentrin-specific protease 7 (Homo sapiens), Q9BQF6; recombinant SENP7, Z-RLRGG-aminoluciferin luminescence, 40 min; inhibition, % at 5 µM; 1.5% of 330,000 active;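 active = inhibition above about 50% at the single test dose, limit read from the data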;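 note: plate controls were DMSO with enzyme for no effect and no enzyme buffer wells for full effect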
SENP1 FRET inh: human SENP1 catalytic domain inhibitors, primary screen, biochemical, FRET, uHTS | inhibition, % at 10 µM | recombinant SENP1 catalytic domain, CyPet-SUMO1-YPet FRET cleavage | Sentrin-specific protease 1 (Homo sapiens), Q9P0U3 | 0.21% of 360,000 active;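 active = inhibition at least 30% at 10 µM, raw YFP signal under a set limit, fluorescence ratio 0.5 to 1.5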;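 note: 0% = enzyme with DMSO and 100% = no enzyme wells; some results filed as inactive read as strong as hits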
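system = hSENP1 catalytic domain, recombinant | reagent = SFCypet-SUMO1-SFYpet substrate at 25 nM | doses = one dose per compound, 10 µM, 0.5% DMSO | incubation = enzyme reaction for 50 min at room temperature, dark | measured by = FRET, CFP and YFP emission | controls = no-enzyme low, enzyme-DMSO high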
SENP6 block: SENP6 protease inhibitors, primary screen, biochemical, luminescence, uHTS. Sentrin-specific protease 6 (Homo sapiens), Q9GZR1. Recombinant SENP6 catalytic domain, aminoluciferin luminescence. inhibition, % at 10 µM. 1.8% of 330,000 active. AID 2599, 2010;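 active = inhibition above about 50% at the single tested dose, limit read from the data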;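 note: plate controls were DMSO wells with enzyme for no effect and DMSO wells lacking enzyme for full effect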
UBC13 polyUb: UBC13 polyubiquitin chain formation inhibitors, primary screen, biochemical, TR-FRET, uHTS | Ubiquitin-conjugating enzyme E2 N (Homo sapiens), P61088 | inhibition, % at 20 µM | 0.47% of 330,000 active | AID 485273, 2010; in the data active = inhibition above about 45%, passing the limit was not always enough
An asterisk follows results filed as active; . = not tested or not shown.

SMILES	A3G deaminase	SENP8 block-1	SENP8 block-2	Apaf1 inhib	SENP7 block	SENP1 FRET inh	SENP6 block	UBC13 polyUb
CCc1ccccc1N(CC)C(=O)c1cn(C)c(=O)c2cc(OC)c(OC)cc12	-1.6	-3.7	5.7	-4.5	-2.1	0.1	-14.3	9.0
C=CCn1cc(-c2ccc(Cl)cc2)cc(C#N)c1=O	-2.3	0.9	-407.8	-2.1	-6.8	0.1	-5.8	15.7
Oc1c(C(c2ccccn2)N2CCCCC2)cc(Cl)c2cccnc12 (stereo unspecified)	-6.9	-9.1	-27.0	-6.6	-3.4	2.7	-18.4	-0.9
COc1ccccc1NC(=S)NC(C)C(c1cccs1)N1CCOCC1 (stereo unspecified)	-2.4	1.3	18.3	-0.6	7.8	2.6	-13.2	-3.7
O=C(NCc1ccc2[nH]c3c(c2c1)CCCC3)c1ccc(S(=O)(=O)N2CCCCC2)cc1	-0.1	-5.2	-29.9	4.3	11.4	-71.2	-7.9	-18.5
CCC(C)NS(=O)(=O)c1ccc(NC(=O)c2c(-c3ccccc3)noc2C)cc1 (stereo unspecified)	-0.8	-1.7	6.9	12.2	5.9	-2.2	-13.3	8.5
O=C(N1CCOCC1)N1CCN(S(=O)(=O)c2cccc([N+](=O)[O-])c2)CC1	1.7	-1.3	10.5	-5.8	-5.3	0.7	-4.9	-8.4
O=C(c1ccc(Br)cc1)N(Cc1ccco1)C1CCS(=O)(=O)C1 (stereo unspecified)	2.0	5.1	15.2	4.6	-4.6	0.7	0.6	-3.4
CCOc1ccc(C(=O)N2CCn3c2nc2ccccc23)cc1	-4.1	-14.6	15.5	-6.8	4.3	1.5	-2.0	22.8
Nc1cc(=O)[nH]c(SCCNS(=O)(=O)c2ccccc2)n1	-3.5	-3.9	21.2	-5.6	2.2	2.4	-10.5	5.7
COc1ccc(-n2nc(C(=O)NCC(=O)NCCCN3CCCCCC3)c3ccccc3c2=O)cc1Cl	0.3	-3.2	-326.9	19.0	1.2	-5.9	13.7	24.8
Cn1cnc(S(=O)(=O)Nc2ccccc2N2CCOCC2)c1	-10.6	-5.0	7.1	-3.0	-7.6	2.2	-11.3	-7.4

The last two entries of the part above lead into the next:
SMILES	A3G deaminase	SENP8 block-1	SENP8 block-2	Apaf1 inhib	SENP7 block	SENP1 FRET inh	SENP6 block	UBC13 polyUb
COc1ccc(-n2nc(C(=O)NCC(=O)NCCCN3CCCCCC3)c3ccccc3c2=O)cc1Cl	0.3	-3.2	-326.9	19.0	1.2	-5.9	13.7	24.8
Cn1cnc(S(=O)(=O)Nc2ccccc2N2CCOCC2)c1	-10.6	-5.0	7.1	-3.0	-7.6	2.2	-11.3	-7.4
COc1ccc(/C=C/C(=O)O)cc1S(=O)(=O)Nc1ccc2c(c1)OCO2	-2.4	4.0	17.5	-13.0	17.7	-0.9	-2.0	7.5
O=C(COC(=O)c1ccc2c(c1)S(=O)(=O)c1ccccc1C2=O)NC1CC1	-4.5	0.0	-326.1	-21.2	-0.7	1.3	-1.4	7.0
CNc1ccc(C(O)(C(F)(F)F)C(F)(F)F)cc1C(O)(C(F)(F)F)C(F)(F)F	3.4	2.5	16.1	-6.5	-1.3	0.7	6.7	-2.9
CCCCC(=O)Oc1c(S(=O)(=O)c2ccc(C)cc2)c(C)nn1C(C)(C)C	-10.5	2.4	12.5	20.2	-4.8	2.2	-11.4	-0.1
CCCCn1c(N)c(N(CC(C)C)C(=O)CSc2ccc([N+](=O)[O-])cc2)c(=O)[nH]c1=O	-4.5	-1.0	10.9	2.7	10.0	-3.8	-13.9	-8.1
Cc1cccc(C(=O)OCC(=O)NN2C(=O)NC3(CCCCC3)C2=O)c1	4.4	-7.3	3.1	-0.5	3.9	0.1	-16.8	3.5
Cc1ccc(-n2nc3c(=O)n(CCCC(=O)NCCN4CCN(C)CC4)nc(C)c3c2C)cc1	-5.0	-1.9	4.4	-6.1	-6.8	0.1	-16.8	-1.2
O=C(NCc1cccc(C(F)(F)F)c1)c1cc(-c2ccccc2)nn1CC1CC(c2cccnc2)=NO1 (stereo unspecified)	-10.0	-6.8	29.2	25.5	-16.3	2.6	-3.6	5.0
CCOc1ccc(/C=C2\SC(=S)N(C(C(=O)O)c3ccccc3)C2=O)cc1OC (stereo unspecified)	-2.0	-1.5	8.2	-7.6	11.7	-62.5	6.4	-19.6
CC1(C)CC(NC(=O)C2CCCCC2)CC(C)(C)N1	-1.5	10.4	11.3	-5.8	-1.9	2.0	13.5	-4.5
CC1CCN(C(=O)C2CCN(S(=O)(=O)c3cccnc3)CC2)CC1	3.3	-0.8	11.9	-1.2	3.0	0.1	10.5	-2.6
NCCc1nnc(SCc2ccc(F)cc2)o1	-0.6	4.4	6.4	11.4	-2.9	-0.4	13.1	-2.8
O=C(c1cc(-c2ccc(Cl)cc2)on1)N1CCN(c2ccccc2)CC1	-10.3	7.9	3.2	9.0	2.6	4.0	0.3	5.8
CCOC(=O)c1[nH]c(=O)[nH]c1CSCCO	-10.0	-7.0	24.9	-8.0	-6.7	0.4	-1.2	-5.5
O=C(CSc1ccc(F)cc1)Nc1ccc(Br)cc1	1.8	-8.0	13.2	11.1	-6.3	0.7	-3.5	-21.0
CSc1nc(C)c(C(=O)Nc2ccccc2)c(-c2ccco2)c1C#N	-1.7	0.5	0.5	-12.6	0.8	-0.6	-3.1	4.4
COc1ccc(Cl)cc1/C=C/c1ccc2cccc(O)c2n1	-6.7	-9.2	-68.1	9.3	-6.3	2.0	-4.5	-21.9
Cc1nc(-c2ccccc2)sc1C(=O)CSc1ccccc1	-1.0	-4.5	19.2	10.2	-1.9	3.9	0.8	-1.8
CC(/C=N/N1CCN(c2ccc(C)cc2)CC1)=C\c1ccccc1	-7.2	-14.7	14.5	-7.7	-2.4	1.8	-10.3	-11.3
COC(=O)c1ccc(NC(=O)CCn2cccc2)cc1	-5.2	-2.6	17.3	-5.8	1.2	3.1	1.2	10.2
CCCCC(=O)Oc1cc(C)[nH]c(=O)c1[N+](=O)[O-]	-9.2	-0.8	8.2	-20.1	6.5	0.9	-11.5	1.8
NNC(=O)c1cc2c(N3CCC(Cc4ccccc4)CC3)ncnc2s1	-5.0	-8.0	-405.2	19.0	-10.3	-3.9	-2.9	-4.3
COc1ccc(OCC(=O)Nc2cccc(S(=O)(=O)N(C)c3ccccc3)c2)c([N+](=O)[O-])c1	-7.6	2.3	15.5	-0.1	-5.2	-10.1	-1.9	-2.1
COc1ccc(S(=O)(=O)N2CCC(C(=O)NC(C)CCc3ccccc3)CC2)cc1 (stereo unspecified)	-13.7	-2.0	2.2	12.9	-0.5	3.3	-22.2	-2.1
O=C(c1ccc(Br)o1)N(Cc1ccccc1)Cc1ccccc1	-2.5	8.5	14.7	10.4	2.4	0.1	7.6	4.8
CC(C)(C)n1c(O)c2ccc(C(=O)N=NC(=O)c3ccccc3)cc2c1O	0.4	-4.4	9.1	16.8	7.0	2.5	10.3	-2.3
CC(C)(C)c1cc(C(=O)N/N=C/c2ccncc2)n[nH]1	-2.4	14.3	3.8	-2.2	-1.6	0.7	6.0	-7.3
S=c1[nH]nc(CCSCc2ccccc2)n1-c1ccccc1	12.0	-9.6	7.0	-9.8	-4.6	3.0	-6.6	-5.9
CN(CC(=O)Nc1ccc(F)cc1)C(=O)c1ccc2ccccc2n1	-11.2	-0.4	-3.7	6.1	4.0	1.1	-9.7	-0.3
CCN(CC)c1ccc(NC(=O)c2ccccc2F)cc1	-1.3	-2.6	24.6	0.0	5.4	1.9	23.2	6.8
CCN(CC)CCN(Cc1cc2cc3c(cc2[nH]c1=O)OCO3)C(=S)NCC1CCCO1 (stereo unspecified)	-1.5	3.3	-373.2	1.5	-1.7	0.4	-0.9	12.6
O=S1(=O)c2ccccc2C(CCO)N1Cc1ccccc1 (stereo unspecified)	-5.7	-5.0	4.2	-2.6	1.6	-2.1	-1.6	4.7
COc1cccc(C(=O)OCCCOC(=O)c2cccc(OC)c2OC)c1OC	-8.2	-5.0	-2.6	-4.1	-5.3	0.9	2.9	8.1
Cc1cc(-c2ccccc2)nc(N(C)NC(=O)c2cccc(C(F)(F)F)c2)c1S(C)(=O)=O	-3.6	-0.2	6.3	11.6	-1.6	2.8	-29.2	4.5
CCOC(=O)c1cncc(C#CCOC(=O)Nc2ccc(OC(F)(F)F)cc2)c1	-0.3	-2.3	10.4	-4.2	4.5	1.0	-6.6	-0.7
NC(=O)C1CCN(C(=O)CCSc2ccccc2)CC1	2.0	-2.6	15.6	-2.9	6.1	-1.5	0.2	-2.3
CCOC(=O)C(NC(=O)NCc1cccc(C(F)(F)F)c1)(OCC)C(F)(F)F (stereo unspecified)	-8.2	-8.0	10.2	5.7	-8.0	1.7	-3.6	-3.5
CCCCNS(=O)(=O)c1ccc2nc(-c3cccnc3)cc(C(=O)NC(C)C)c2c1	-1.6	-0.4	-2.7	0.1	-8.0	-3.9	9.0	3.1
O=C(N/N=C/c1ccc(O)cc1)c1csc2ccccc12	-1.6	-0.7	-59.1	-13.5	3.0	1.2	-10.4	-3.5
CC(C)CCN(C(=O)CNC(=O)c1cccs1)C(C(=O)NC1CCCCC1)c1cccnc1 (stereo unspecified)	-4.9	0.3	17.9	-11.4	-0.1	2.7	11.8	-11.3
CCc1nnc(NC(=O)c2ccncc2)s1	-6.0	-5.7	20.3	-15.9	-0.3	-0.5	0.1	7.3
Cc1ccc2cc(C)c3nnc(SCC(=O)c4cccs4)n3c2c1C	-1.3	-2.5	-0.5	21.1	5.2	1.8	3.5	4.5
NCCCC[C@H]1CNC(=O)C(=O)N1CC1CCCCC1	-8.3	-2.2	16.3	-21.8	-3.7	1.3	-4.8	3.4
Cc1nn(C)c(C)c1C1C(C#N)=C(N)OC2=C1C(=O)CC(C)(C)C2 (stereo unspecified)	-1.6	2.3	14.5	-5.1	1.6	-2.1	-0.9	8.7
Cc1ccc2nc(C)cc(C(=O)N3CCCC(N4CCN(c5ccccc5C)CC4)C3)c2c1 (stereo unspecified)	-4.8	2.6	-9.2	25.4	-5.9	-1.4	-0.5	2.7
CCOc1ccccc1N/C(=N/c1nc(C)cc(C)n1)NC(=O)Nc1ccc(Cl)c(Cl)c1	-5.0	6.6	.	11.3	-5.4	.	20.5	-16.7
Cc1ccc(O)c(CNc2nc3ccccc3[nH]2)c1	-4.3	-12.0	15.6	-1.2	2.8	2.2	-16.5	11.7
CCOC(=O)Cc1csc(NC(=O)c2cccc([N+](=O)[O-])c2)n1	-8.0	-6.8	12.5	1.9	3.8	1.2	5.5	2.6
Cc1cc(C)n(S(=O)(=O)c2ccc(Cl)cc2)n1	-7.6	-3.0	7.9	-19.0	2.1	2.7	-12.9	7.3
CC(Oc1ccccc1)C(=O)Nc1nc2c(s1)C(=O)CC(C)(C)C2 (stereo unspecified)	-3.1	-2.6	-209.0	-1.1	0.8	0.5	11.1	0.4
